Texas Red fluor = Texas Red region autofluorescence. AID 587. max dye-equivalent concentration, M. Compound fluorescence, Texas Red channel, 547/618 nm; stronger effect = higher value. 59,000 compounds, 0.06% hits; in the data active = max dye-equivalent concentration above about 10 nM; inconclusive = between about 1.1 nM and that limit
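Fluorescence at ex 547/em 618 nm, normalized against an on-plate Texas Red standard series to give dye-equivalent concentration per compound concentration. Buffer 100 mM Tris, pH 8.0; 15 min RT incubation before CCD imaging.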
BRCT PPI green = inhibitors of human BRCA1 BRCT-phosphoprotein interaction (green fluorophore); BRCA1 BRCT-phosphopeptide binding, green fluorescence polarization; Potency, µM (series often up to 76.9 µM), inactives show at the highest dose activity change, negative = inhibition, usual class: inhibitors; 75,000 compounds, 0.05% hits; AID 875;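 note: potency is the fitted concentration of half-maximal effect; plate controls were peptide without protein for full effect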
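Fluorescence polarization: His-tagged BRCT (~35 kDa BRCA1 C-terminus, 250 nM) bound to 100 nM fluorescein-labeled phosphorylated 10-aa BACH1 peptide, pH 7.3 phosphate buffer with DTT and Tween 20. Compounds incubated 12 min at room temperature; inhibition read as lowered polarization.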
BRCT inh red = BRCT-phosphoprotein interaction inhibition (red fluorophore); P38398; BRCT-phosphopeptide binding, red fluorescence polarization; Potency, µM (series often up to 76.9 µM), without a hit: at the top dose activity change, negative = inhibition, usual class: inhibitors; 75,000 compounds, 0.03% hits; AID 892; note: % is set by controls: 0 for no effect and ±100 for the full control effect
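Fluorescence polarization: 100 nM His-tagged BRCA1 BRCT with 100 nM TAMRA-labelled phospho-BACH1 decapeptide, phosphate buffer pH 7.3 with 150 mM NaCl, DTT, 0.01% Tween 20; 12 min RT. Binding inhibition seen as FP decrease.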
HEK293 cAMP ctrl = counter-screen for TSHR agonists: cAMP increase in parental HEK293; AID 938; Potency, µM (top dose mostly 57.1 µM), without a hit: top-dose activation, actives largely listed as activators; 73,000 compounds, 2.5% hits; parental HEK293 CNG cAMP sensor, membrane potential fluorescence; note: potency is the fitted concentration of half-maximal effect; % of control where 0% means no effect; nearly all actives have a fitted effect of over 55% in size
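Parental HEK 293 cells stably expressing a modified CNG channel (no TSHR) report cAMP rise as membrane depolarization. Membrane potential dye with 100 uM RO 20-1724 was loaded for 60 min at room temperature, then compound added for 30 min; fluorescence read at 590 nm.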
Caspase-1 inhib = caspase-1 (human) inhibition, allosteric or competitive; 75,000 compounds, 0.03% hits; Caspase-1 enzyme, Ac-WEHD-AFC fluorogenic rate; Potency, µM (highest dose often 57.5 µM), without a hit: at the highest dose activity change, negative = inhibition, actives largely listed as inhibitors;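 note: potency is the fitted concentration of half-maximal effect; plate controls were vehicle for no effect and no substrate for full effect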
USP2a inh = blocks human ubiquitin-specific protease USP2a; O75604; USP2a enzymatic assay, qHTS inhibition; Potency, µM (doses to about 38.3 µM), for inactives: at the highest dose activity change, negative = inhibition, usual class: inhibitors; 60,000 compounds, 0.1% hits;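 note: potency is the fitted concentration of half-maximal effect; nearly all actives have a fitted effect of over 60% in size; plate controls were DMSO for no effect and NEM full inhibition control for full effect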
Target sequence (O75604 whole entry, looked up): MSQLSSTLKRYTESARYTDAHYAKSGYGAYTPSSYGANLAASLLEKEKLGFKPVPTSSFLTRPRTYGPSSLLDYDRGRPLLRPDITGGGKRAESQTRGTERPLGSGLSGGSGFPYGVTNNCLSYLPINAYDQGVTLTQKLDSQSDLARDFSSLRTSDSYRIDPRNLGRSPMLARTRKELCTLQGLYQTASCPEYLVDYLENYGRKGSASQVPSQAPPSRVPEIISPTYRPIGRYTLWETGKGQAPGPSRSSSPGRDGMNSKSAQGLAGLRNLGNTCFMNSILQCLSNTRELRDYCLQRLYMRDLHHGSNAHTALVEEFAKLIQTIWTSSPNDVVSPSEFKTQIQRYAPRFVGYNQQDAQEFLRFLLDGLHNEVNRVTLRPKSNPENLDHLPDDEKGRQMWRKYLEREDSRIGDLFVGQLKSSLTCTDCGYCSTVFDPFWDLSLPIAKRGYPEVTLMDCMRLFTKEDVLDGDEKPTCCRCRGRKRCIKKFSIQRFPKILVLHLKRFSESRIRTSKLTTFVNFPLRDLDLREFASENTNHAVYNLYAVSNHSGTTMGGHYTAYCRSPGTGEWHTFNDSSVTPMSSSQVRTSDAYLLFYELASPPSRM
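USP2 core (20 nM final) was preincubated with compound for 30 min at RT in 20 mM Tris-HCl pH 8.0, 2 mM CaCl2, 2 mM beta-mercaptoethanol; Ub-PLA2 (20 nM) plus NBD C6-HPC (20 uM) then added, fluorescence read after 2.5 h.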
Fluorescein autfl = compound fluoresces in the fluorescein spectral region. Compound autofluorescence, 480/540 nm, fluorescein-equivalent; stronger effect = higher value. max fluorescein-equivalent concentration, M. 59,000 compounds, 0.91% hits. AID 593; in the data active = max fluorescein-equivalent concentration above about 10 nM; inconclusive = between about 1.1 nM and that limit
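Autofluorescence profiling; 100 mM Tris, pH 8.0; incubation 15 min at RT; ex/em 480/540 nm; result as fluorescein-equivalent concentration.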
4-MU autofl = compounds fluorescent in 4-MU spectral region. compound autofluorescence, 340/450 nm, 4-MU equivalents; stronger effect = higher value. max dye-equivalent concentration, M. 59,000 compounds, 11% hits. AID 589; in the data active = max dye-equivalent concentration above about 10 nM; inconclusive = mostly about 1.1 nM to 9.6 nM
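Compounds in 100 mM Tris, pH 8.0, incubated 15 min at room temperature, then fluorescence read at 340 nm excitation/450 nm emission. Signal converted to 4-MU dye-equivalent concentration using an on-plate six-point 4-MU standard curve.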
Rhodamine autofl = compound autofluorescence in rhodamine spectral region. max dye-equivalent concentration, M. AID 594. 59,000 compounds, 0.05% hits. Rhodamine-region fluorescence, 547/598 nm, Tris buffer; stronger effect = higher value; in the data active = max dye-equivalent concentration above about 11 nM; inconclusive = between about 1.1 nM and that limit
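Intensities are converted to rhodamine-equivalent concentration using a six-point rhodamine standard on each plate. Compounds sit 15 min at room temperature in 100 mM Tris buffer, pH 8.0; read uses the 547/598 nm excitation/emission pair.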
Caspase-7 inhib = blocks human caspase-7 allosterically or competitively. Potency, µM (highest dose often 57.5 µM), for inactives: at the top dose activity change, negative = inhibition, hits mostly inhibitors. recombinant caspase-7, Ac-DEVD-AFC fluorescence rate. 75,000 compounds, 0.02% hits. P55210; active = well fitted inhibition curve with a large enough effect in the main read-out, with a control signal flat, not every such curve was filed as active; inconclusive = small, poorly fitted or top-dose-only effect, or a change in a side signal; note: potency is the fitted concentration of half-maximal effect; % of control where 0% means no effect
Target sequence (P55210 24-198 limits assumed): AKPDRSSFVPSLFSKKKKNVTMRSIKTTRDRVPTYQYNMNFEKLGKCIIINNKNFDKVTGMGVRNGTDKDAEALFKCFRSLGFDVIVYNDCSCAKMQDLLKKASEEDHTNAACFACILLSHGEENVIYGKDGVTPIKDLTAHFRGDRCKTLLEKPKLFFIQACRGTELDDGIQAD
Target sequence (P55210 207-303 limits assumed): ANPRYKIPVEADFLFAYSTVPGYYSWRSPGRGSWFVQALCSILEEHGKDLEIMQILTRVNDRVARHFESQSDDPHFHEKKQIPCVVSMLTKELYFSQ
A350 fluor = compounds fluorescent in Alexa 350 spectral region; Compound autofluorescence, 340/450 nm, Alexa 350 dye-equivalents; stronger effect = higher value; max dye-equivalent concentration, M; 59,000 compounds, 11% hits; in the data active = max dye-equivalent concentration above about 10 nM; inconclusive = mostly about 1.1 nM to 9.6 nM
* = called active by the depositor; i = inactive; ? = inconclusive; nt = no result given; [ ] = remark or other dose. Unless noted, calls come from the whole dose curve; as a rule, active = well fitted curve in the direction sought with a large enough effect; inconclusive = small, poorly fitted or top-dose-only effect, or another doubt; inactive = no such curve, though single readings can be large; an effect the other way counts as inactive or inconclusive. Not all compounds are listed; rates above refer to the full screens.

SMILES	Texas Red fluor	BRCT PPI green	BRCT inh red	HEK293 cAMP ctrl	Caspase-1 inhib	USP2a inh	Fluorescein autfl	4-MU autofl	Rhodamine autofl	Caspase-7 inhib	A350 fluor
O=C(CSc1nnc(-c2cccnc2)n1Cc1ccco1)c1ccc(Br)cc1	nt	1.1%	-3.9%	?	-4%	49%[activator]	nt	nt	nt	-2%	nt
CCN(CC)CCNC(=O)Cc1nn(CC)c(=O)c2ccccc12	i	-3.2%	-1.2%	-7%	-3%	-1%	?	?	i	-1%	?
Cn1nnnc1SCc1nc2ccccc2[nH]1	nt	-1.2%	2.5%	2%	-1%	3%	nt	nt	nt	0%	nt
O=C(NCc1ccccc1)NC1(C(=O)N2CCN(c3ccccc3)CC2)CCCCC1	i	-1.7%	-0.7%	?	1%	22%	i	i	i	-1%	i
Cc1cc2cc(CNC(=O)C3CC3)ccc2n1C	i	1.0%	-1.4%	11%	-9%	1%	i	i	i	-6%	i
CC(C)C(OC(=O)c1cccs1)C(=O)NCc1cccs1 (stereo unspecified)	?	-1.5%	-1.1%	?	2%	14%	?	i	i	-4%	i
COC(=O)COc1ccc(S(=O)(=O)N2CCN(c3ccccc3F)CC2)cc1C	i	-2.2%	-1.4%	?	-3%	-1%	?	i	i	-3%	i
O=c1oc2ccccc2n1Cc1ccccc1Cl	nt	-2.4%	-0.1%	16%	-2%	nt	nt	nt	nt	-8%	nt
CCCn1c(NC(=O)c2ccco2)nc2ccccc21	nt	-3.3%	-0.6%	-2%	0%	nt	nt	nt	nt	0%	nt
COc1cc(NC(=O)c2csc3c2CCCC3)ncn1	i	-2.7%	-0.2%	-4%	2%	5%	i	i	i	0%	i
CCN(C(=O)CN1CCN(c2ccccc2)CC1)c1c(N)n(Cc2ccccc2)c(=O)[nH]c1=O	?	-0.9%	0.9%	-5%	1%	7%	i	?	i	-1%	?
Cc1ccc(OCC(O)CN2CCN(Cc3ccc4c(c3)OCO4)CC2)c(C)c1 (stereo unspecified)	i	1.3%	0.8%	25%	-5%	9%	i	i	i	-3%	i
CCc1cccc2c(=O)c(C(=O)N3CCCCCC3)c[nH]c12	i	-0.2%	0.1%	-4%	0%	nt	i	i	i	2%	i
CCC(c1nnnn1C(C)(C)CC)N(CCCO)Cc1cc2cccc(C)c2[nH]c1=O (stereo unspecified)	i	0.9%	0.6%	?	?	14%	?	?	i	-12%	?
COc1cc2c(cc1OC)-c1cc(NC3CCCCCCC3)nc(=O)n1CC2	i	5.5%	1.1%	?	-4%	54%[activator]	?	2.6e-08M*	i	-2%	3.7e-08M*
COc1nc(NC(C)(C)C)nc(Oc2ccc(=O)n(-c3ccccc3)n2)n1	i	-3.2%	0.7%	?	-1%	9%	i	i	i	0%	i
COc1cccc(NC(=O)NCCCN2CCN(c3ccc(F)cc3)CC2)c1	i	-1.2%	-0.4%	6%	0%	18%	?	i	i	1%	i
c1ccc(-c2ncnc3nc4n(c23)CCC4)cc1	?	-5.3%	0.1%	10%	2%	1%	?	i	i	-1%	i
COc1ccc(OC)c(-n2cnc3cc(C(=O)NCCCN4CCOCC4)ccc32)c1	i	-0.3%	1.6%	17%	-2%	7%	i	i	i	-1%	i
Cc1cc(Cl)ccc1OCC(=O)N1CC(C)CC(C)C1 (stereo unspecified)	i	0.4%	0.3%	27%	-2%	6%	?	i	i	0%	i
Cc1nn(C)c(C)c1S(=O)(=O)N1CCC(C(=O)NC2CCCc3ccccc32)CC1 (stereo unspecified)	nt	-1.8%	2.0%	-2%	-8%	nt	nt	nt	nt	0%	nt
C[C@@H](CN1c2ccccc2Sc2ccccc21)N(C)C	?	-2.1%[34.4 µM]	0.1%[34.4 µM]	1%[25.6 µM]	2%[25.7 µM]	3%[17.1 µM]	?	i	i	3%[25.7 µM]	i
CN(C)S(=O)(=O)c1ccc2c(c1)c(=O)c(C(=O)N1CCN(c3ccccn3)CC1)cn2C	nt	-2.8%	0.4%	?	0%	nt	nt	nt	nt	-1%	nt
COC(=O)Nc1nc(C)c(C(=O)N(C)C)s1	i	0.2%	-0.1%	2%	-2%	4%	i	?	i	0%	1e-08M*
CCOc1ccc(NC(=O)CN2C(=O)C3CC=CCC3C2=O)cc1 (stereo unspecified)	?	1.1%	0.0%	4%	0%	0%	i	i	i	0%	i
COc1cccc(OCc2nnc(SCC(=O)OC3CCCCC3)n2C)c1	?	-1.2%	-3.1%	16µM*	0%	7%	i	i	i	2%	i
COc1ccccc1N(CC(O)CN1C(=O)NC(C)(C)C1=O)S(=O)(=O)c1ccc(C)cc1 (stereo unspecified)	nt	-0.2%	-0.6%	-15%	-2%	6%	nt	nt	nt	-1%	nt
CC(=O)C(C(C)=O)C(NC(=O)c1cccnc1)(C(F)(F)F)C(F)(F)F	i	-1.0%	0.0%	-4%	2%	2%	i	i	i	-2%	i
CCN1CCc2c(sc(NC(=O)c3ccc(S(=O)(=O)N4CCOCC4)cc3)c2C(=O)OC)C1	?	0.9%	0.9%	5%	-4%	42%[activator]	?	?	i	-3%	1.3e-08M*
CCCS(=O)(=O)N1CCC(C(=O)NCCN2CCC(Cc3ccccc3)CC2)CC1	i	0.1%	0.1%	12%	1%	1%	i	i	i	2%	i
CCCCNc1nc(C)nc2c1nc(-c1ccccc1)n2CC1CCN(C)CC1	nt	-0.2%	-0.4%	22%	0%	nt	nt	nt	nt	0%	nt
CS(=O)(=O)N(Cc1cc2ccccc2[nH]c1=O)C1CCCCC1	i	-0.9%	-0.1%	?	0%	-3%	i	i	i	-1%	i
O=C(c1ccccc1)N(Cc1ccc2c(c1)OCO2)Cc1nc2ccccc2c(=O)[nH]1	i	2.4%	-1.1%	5%	3%	48%[activator]	i	i	i	-2%	i
COC(=O)c1ccc(C(NC(=O)OCc2ccccc2)/C(C)=C/[C@@H](C)C(=O)NCCc2c[nH]c3ccc(OC)cc23)cc1 (stereo partly specified)	nt	5.5%	-1.5%	22%	-2%	nt	nt	nt	nt	-3%	nt
O=C(CN1CCN(Cc2ccccc2)C1=O)NCc1ccc(Cl)cc1	i	0.0%	0.3%	5%	1%	7%	i	i	i	0%	i
CC(C)(C)c1csc(NC(=O)Cn2cnc3ccccc3c2=O)n1	?	0.7%	1.0%	1%	0%	19%	i	i	i	0%	i
O=C(COC(=O)Cc1ccsc1)NC1CCCCCC1	?	-3.3%	1.5%	7%	-1%	4%	?	i	i	-1%	i
O=C1OC(=O)c2cc([N+](=O)[O-])ccc21	nt	0.9%	-1.3%	10%	-2%	nt	nt	nt	nt	-1%	nt
CCCC1=C(C(=O)OCC)C(c2cc(Cl)cc(OC)c2OCC(=O)OCC)NC(=O)N1 (stereo unspecified)	i	0.9%	0.2%	30%	-5%	13%	i	i	i	-1%	i
COC1Cc2ccccc2N(C(=O)N2CCN(CCO)CC2)c2ccccc21 (stereo unspecified)	i	-0.6%	-2.5%	-11%	-7%	14%	i	4.7e-08M*	i	-5%	1.2e-08M*
Cc1ccnc2nc(C(=O)NC3=NCCS3)nn12	?	-1.5%	-1.5%	-1%	0%	-8%	i	i	i	6%	i
c1ccc2sc(SN3CCOCC3)nc2c1	i	-1.3%	-1.1%	15%	-3%	6%	i	i	i	-1%	i
CC1=CC(C)(C)N2C(=O)C3(C(C#N)=C(N)Oc4cc(C)oc(=O)c43)c3cccc1c32 (stereo unspecified)	?	-2.1%	-1.0%	7%	0%	22%	?	i	i	2%	i
Cc1cc(C)n(-c2nnc(C)c(=O)[nH]2)n1	nt	0.9%	-2.8%	2%[11.4 µM]	0%	-3%[7.66 µM]	nt	nt	nt	3%	nt
O=C(c1cnccn1)N1CCC2(CCN(Cc3ccccc3)CC2)CC1	i	-5.9%	-0.8%	-2%	-4%	7%	i	i	i	-2%	i
COc1ccc(CN2C(=O)c3cccnc3C2Nc2cc(Cl)ccc2OC)cc1 (stereo unspecified)	i	1.5%	-1.5%	2%	1%	13%	i	i	i	-5%	i
COc1cccc(NC(=O)c2cccc(OC)c2OC)c1	i	0.1%	1.8%	9%	0%	-2%	i	i	i	-1%	i

Quoted at random: four compounds from above
SMILES	Texas Red fluor	BRCT PPI green	BRCT inh red	HEK293 cAMP ctrl	Caspase-1 inhib	USP2a inh	Fluorescein autfl	4-MU autofl	Rhodamine autofl	Caspase-7 inhib	A350 fluor
COc1ccc(CN2C(=O)c3cccnc3C2Nc2cc(Cl)ccc2OC)cc1 (stereo unspecified)	i	1.5%	-1.5%	2%	1%	13%	i	i	i	-5%	i
CC1=CC(C)(C)N2C(=O)C3(C(C#N)=C(N)Oc4cc(C)oc(=O)c43)c3cccc1c32 (stereo unspecified)	?	-2.1%	-1.0%	7%	0%	22%	?	i	i	2%	i
COc1cccc(NC(=O)c2cccc(OC)c2OC)c1	i	0.1%	1.8%	9%	0%	-2%	i	i	i	-1%	i
O=C(c1cnccn1)N1CCC2(CCN(Cc3ccccc3)CC2)CC1	i	-5.9%	-0.8%	-2%	-4%	7%	i	i	i	-2%	i

Compound activity deposited in PubChem by National Center for Advancing Translational Sciences (NCATS).
